High-throughput results deposited in PubChem BioAssay by National Center for Advancing Translational Sciences (NCATS).
ALDH1A1 block: qHTS Assay for Inhibitors of Aldehyde Dehydrogenase 1 (ALDH1A1); Aldehyde dehydrogenase 1A1 (Homo sapiens), P00352; actives 7.3% (n = 220,000); Purified ALDH1A1, NADH fluorescence, propionaldehyde substrate; Potency, µM (top dose mostly 75.3 µM), without a hit: top-dose activity, negative = inhibition, actives largely listed as inhibitors; active means well fitted inhibition curve with a large enough effect, not every such curve was filed as active; inconclusive means small, poorly fitted or top-dose-only effect, or another doubt; inactive means no such curve, though single readings can be large or run the other way;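 further: plate controls were no enzyme wells and a reference inhibitor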
Target sequence (P00352 whole entry, looked up): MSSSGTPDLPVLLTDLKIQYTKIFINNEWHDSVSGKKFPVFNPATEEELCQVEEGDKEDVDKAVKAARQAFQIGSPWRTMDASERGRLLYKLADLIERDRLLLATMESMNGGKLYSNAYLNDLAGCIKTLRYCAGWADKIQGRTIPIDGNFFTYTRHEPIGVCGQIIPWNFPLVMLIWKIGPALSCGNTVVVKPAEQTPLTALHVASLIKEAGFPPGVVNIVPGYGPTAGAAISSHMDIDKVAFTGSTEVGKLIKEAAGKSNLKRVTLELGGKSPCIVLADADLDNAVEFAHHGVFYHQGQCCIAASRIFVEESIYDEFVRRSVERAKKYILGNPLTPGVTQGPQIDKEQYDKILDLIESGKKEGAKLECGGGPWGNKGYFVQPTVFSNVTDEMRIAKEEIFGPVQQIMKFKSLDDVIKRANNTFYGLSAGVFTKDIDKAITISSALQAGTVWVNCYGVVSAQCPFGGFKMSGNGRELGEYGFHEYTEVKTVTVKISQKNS
GoLoco inh red: qHTS Assay for Inhibitors of RGS12 GoLoco Motif Activity (Red Fluorophore) | actives 0.44% (n = 230,000) | Gai1:RGS12 GoLoco peptide FP, rhodamine, 10 min | Potency, µM (doses to about 61.6 µM), inactives show at the top dose activity, negative = inhibition, hits mostly inhibitors; active means well fitted inhibition curve with a large enough effect, not every such curve was filed as active; inactive means no such curve, though single readings can be large or run the other way; further: on the % scale 0 is the no-effect control and ±100 the full control effect; nearly all actives have a fitted effect of over 30% in size; many of its hits are not listed in these tables
Target sequence (P63096 whole entry, looked up): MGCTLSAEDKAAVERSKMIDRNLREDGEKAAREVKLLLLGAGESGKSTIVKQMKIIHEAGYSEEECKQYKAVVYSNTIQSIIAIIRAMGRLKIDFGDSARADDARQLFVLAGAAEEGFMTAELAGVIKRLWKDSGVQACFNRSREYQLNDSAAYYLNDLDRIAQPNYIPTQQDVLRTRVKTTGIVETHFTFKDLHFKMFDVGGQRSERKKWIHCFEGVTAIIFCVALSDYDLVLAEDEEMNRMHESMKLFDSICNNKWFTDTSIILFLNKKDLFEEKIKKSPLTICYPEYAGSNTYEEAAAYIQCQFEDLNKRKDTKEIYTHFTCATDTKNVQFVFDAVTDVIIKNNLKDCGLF
SMN2 splice up: qHTS Assay for Enhancers of SMN2 Splice Variant Expression; Potency, µM (series often up to 46.1 µM), inactives show at the top dose activity change, positive = activation, most hits filed as activators; actives 2.8% (n = 210,000); HEK293 SMN2-luciferase splicing reporter, luminescence, 30-36 h; further: % of control where 0% means no effect; nearly all actives have a fitted effect of over 55% in size
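HEK293 cells carry an SMN2 […]–luciferase reporter in which exon 7 inclusion puts luciferase in frame. Cells were plated 10-12 h before compound addition, then incubated 30-36 h at 37C. ONE-Glo luminescence was read; sodium butyrate at 4.5 mM final served as control.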
TRb-SRC2 inh: qHTS for Inhibitors of the Interaction of Thyroid Hormone Receptor and Steroid Receptor Coregulator 2; actives 0.065% (n = 280,000); AID 1469, 2008; TRbeta-SRC2 peptide binding, fluorescence polarization; receptor liganded with 1 µM T3; Potency, µM (doses to about 106 µM), for the others: top-dose activity change, negative = inhibition, hits mostly inhibitors;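 further: plate controls were bound peptide for no effect and peptide without receptor for full effect; nearly all actives have a fitted effect of over 50% in size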
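A fluorescence polarization screen tested compounds at multiple concentrations against complex formation between 0.6 uM TRb ligand-binding domain and 20 nM Texas Red SRC2 peptide, with 1 uM T3 present; readout after 5 hr.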
RECQ1 inh: qHTS Assay for Inhibitors of RecQ-Like Dna Helicase 1 (RECQ1). RECQ1 DNA unwinding, red fluorescence kinetic read. AID 2549, 2010. Potency, µM (top dose mostly 57.3 µM), for inactives: at the highest dose activity, negative = inhibition, actives largely listed as inhibitors. ATP-dependent DNA helicase Q1 (Homo sapiens), P46063. actives 0.54% (n = 240,000);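 further: plate controls were vehicle for no effect and no enzyme for full effect; nearly all actives have a fitted effect of over 30% in size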
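50 nM RECQ1T1 preincubated 15 min with compound in Tris pH 8.0 buffer with MgCl2, DTT, Tween-20 and 2.5 ug/ml poly(dI-dC); started with 200 nM TAMRA/BHQ-2 forked duplex and 2 mM ATP. Unwinding read as fluorescence (525/598 nm), two reads 2 h apart.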
TR SRC2 fluor cs: Total Fluorescence Counterscreen for Inhibitors of the Interaction of Thyroid Hormone Receptor and Steroid Receptor Coregulator 2. actives 0.29% (n = 280,000). TRb/SRC2 Texas Red total fluorescence interference. Potency, µM (top dose mostly 106 µM), for inactives: top-dose fluorescence change, negative = quenching; active means well fitted curve in either direction with a large enough effect; inconclusive means small, poorly fitted or top-dose-only effect; further: on the % scale 0 is the no-effect control and ±100 the full control effect
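Flags fluorescent or light-absorbing compounds by total fluorescence, S + 2P, at 555 nm excitation and 632 nm emission. Mixture: 20 nM Texas Red SRC2 peptide, 0.6 uM human TRb LBD, 1 uM T3, 5% DMSO; compound exposure 5 h at ambient temperature.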
JMJD2E inh: qHTS Assay for Inhibitors of Human Jumonji Domain Containing 2E (JMJD2E). JMJD2E catalytic domain, FDH-coupled NADH fluorescence (FDH is formaldehyde dehydrogenase). Potency, µM (titrated, usually from 57.1 µM), for inactives: at the highest dose activity change, negative = inhibition, most hits filed as inhibitors. actives 1.6% (n = 230,000); active means well fitted inhibition curve with a large enough effect, not every such curve was filed as active; inconclusive means small, poorly fitted or top-dose-only effect, or another doubt; inactive means no such curve, though single readings can be large or run the other way;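 further: 0% = wells with enzyme and -100% = buffer wells without enzyme; nearly all actives have a fitted effect of over 50% in size; many of its hits are not listed in these tables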
LMNA splice mod: qHTS Assay for Modulators of Lamin A Splicing. actives 0.01% (n = 200,000). HeLa LMNA splicing GFP/RFP minigene ratio, 48 h. Potency, µM (doses to about 46.1 µM), for inactives: top-dose ratio change, negative = inhibition, actives largely listed as inhibitors; active means well fitted inhibition curve with a large enough effect in the signal ratio, with a control signal flat, not every such curve was filed as active; inconclusive means small, poorly fitted or top-dose-only effect, or effect the other way, or a change in a side signal; the % refers to the signal ratio; further: on the % scale 0 is the no-effect control and ±100 the full control effect
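S3 HeLa cells stably expressing lamin A-EGFP splicing minigene plus DsRed2, 600 cells/well, 48 h compound exposure at 37C. Laser-scanning cytometry; analysed as GFP (500-530 nm)/RFP (575-640 nm) total intensity ratio; 0.5% DMSO vehicle.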
The depositor's hits bear a star; i = inactive; ? = inconclusive; . = no result given; [ ] = another dose, or the depositor's remark. Unless noted, the call rests on the fitted dose curve; in most records, active means well fitted curve in the direction sought with a large enough effect; inconclusive means small, poorly fitted or top-dose-only effect, or another doubt; inactive means no such curve, though single readings can be large; an effect the other way counts as inactive or inconclusive. Potency means the concentration at half of the fitted maximal effect.

Compound,ALDH1A1 block,GoLoco inh red,SMN2 splice up,TRb-SRC2 inh,RECQ1 inh,TR SRC2 fluor cs,JMJD2E inh,LMNA splice mod
c1ccc(CSc2nnc(NC3=NCCCCC3)s2)cc1,?,-3%,15%,2%,-3%,-5%,6%,?
Cc1c(Cl)c(C(F)(F)F)nn1CC(=O)N1CCSCC1,3%,9%,-15%,3%,1%,-7%,-3%,-4%
COc1ccc(C)cc1S(=O)(=O)N(CC(=O)Nc1cccc([N+](=O)[O-])c1)c1ccc(C)cc1,-9%,6%,-5%,-3%,2%,-2%,9%,?
NS(=O)(=O)c1ccc(N/N=C/c2ccc[nH]2)c([N+](=O)[O-])c1,.,2%,.,2%,-13%,-4%,-3%,.
CC(NC(=O)Nc1ccc(Br)cc1)C(C)(C)C (stereo not given),-8%,6%,?,8%,i,0%,9%,?
O=C(Cn1cc(C(=O)C(F)(F)F)c2ccccc21)NCc1ccco1,0%,19%,-29%,-4%,-2%,-4%,-3%,-3%[46 µM]
COc1ccc2[nH]c(=O)c(CN(Cc3cccnc3)C(=S)NCC3CCCO3)cc2c1 (stereo not given),?,6%,.,-7%,-6%,0%,?,0%[46 µM]
COc1cc(OC)cc(OCC(O)Cn2cnc(-c3ccccc3)c2)c1 (stereo not given),3%,-2%,-7%,0%,-9%,-2%,2%,-4%
C/C(=N\NC(=O)c1ccoc1C)c1cccnc1,4%,6%,21%,9%,-1%,-24%,-8%,-4%
CCCc1nnc2n1N=C(c1ccc(OC)c(OC)c1)CS2,-15%,2%,?,-12%,-4%,-2%,-10%,?
COc1ccc(CCNc2nc(N3CCCCC3)nc(N3CCCCC3)n2)cc1OC,-9%,12%,4%,-1%,-4%,2%,-2%,?
CCN(CC)C(=S)NC(=O)Cc1ccccc1,5%,15%,6%,12%,i,-3%,0%,.
Cc1ccc(S(=O)(=O)n2nc(-c3ccco3)nc2N)cc1,?,4%,.,1%,-16%,3%,-3%,.
CC(=O)N1SC(N)=NC1c1ccccc1 (stereo not given),3%,-9%,10%,-3%,-10%,-3%,11%,8%
O=C(CSc1nnc(-c2ccccn2)n1Cc1ccco1)c1ccccc1,-10%,5%,-3%,-7%,-5%,-1%,1%,-5%
COc1ccc(C(=O)/C=C/C(=O)N(Cc2ccccc2)C(C(=O)NC2CCCCC2)c2ccncc2)c(O)c1 (stereo not given),8%,-2%,-11%,-5%,-15%,2%,0%,?
COc1ccc([N+](=O)[O-])cc1NC(=O)Nc1ccc(OC)c(OC)c1,-8%,6%,-30%,-5%,i,-5%,-2%,.
Nc1nc(-c2sc3nc4c(cc3c2N)CCCC4)nc(N2CCOCC2)n1,?,10%,?,4%,i,0%,?,-19%[46 µM]
Cc1nc2ccccn2c1-c1ccnn1S(=O)(=O)c1ccc(F)cc1,8%,7%,.,-4%,7%,3%,0%,.
COc1ccc(C(=O)OCCOc2ccccc2C(C)=O)c(O)c1,1%,1%,-1%,3%,-6%,-1%,-4%,-19%[46 µM]

Reprinted from the part before: 2 entries, then new ones.
Compound,ALDH1A1 block,GoLoco inh red,SMN2 splice up,TRb-SRC2 inh,RECQ1 inh,TR SRC2 fluor cs,JMJD2E inh,LMNA splice mod
Cc1nc2ccccn2c1-c1ccnn1S(=O)(=O)c1ccc(F)cc1,8%,7%,.,-4%,7%,3%,0%,.
COc1ccc(C(=O)OCCOc2ccccc2C(C)=O)c(O)c1,1%,1%,-1%,3%,-6%,-1%,-4%,-19%[46 µM]
COc1ccc(-c2coc3c(OC)c(OC)cc(OC)c3c2=O)cc1,?,4%,-9%,-8%,i,-1%,-1%,.
O=C(O)c1ccc(COc2ccccc2[N+](=O)[O-])o1,-3%,-15%,17%,-2%,-22%,2%,-4%,-1%
CCOC(=O)C1(CCCc2ccccc2)CCN(C(=O)C(C)n2cncn2)CC1 (stereo not given),7.1µM*,4%,.,3%,10%,-1%,-4%,?
CC(=O)c1ccc(NC(=O)C2CC(=O)N(C(C)C)C2)cc1 (stereo not given),10%,4%,10%,-1%,i,-1%,11%,?
CC(C)OP(=O)(OC(C)C)C(Nc1ccccn1)c1ccc(F)cc1 (stereo not given),9%,-8%,-1%,-3%,3%,-4%,11%,-4%
Cc1ccc(Cl)c(NC(=O)CN(C)CC(=O)Nc2ccc(F)c(F)c2F)c1Cl,9%,10%,-13%,1%,-2%,-1%,2%,.
O=C(CCCc1nc(-c2ccccc2)no1)NCc1cccnc1,14µM*,0%,-51%[inhibitor],12%,-8%,1%,1%,?
Cc1cc(Cl)cc(C)c1OCC(=O)O,12%,0%,10%,4%,-6%,-7%,0%,2%
O=C(O)CCc1ccc(-c2ccc(Cl)cc2)n1CCC(=O)O,?,-2%,2%,2%,-2%,0%,?,-2%
Cc1cc(C)n(CC(O)CN2C(=O)NC(C)(C)C2=O)n1 (stereo not given),-7%,-5%,23%,-4%,-11%,-7%,4%,0%
Cc1ccc(NC(=O)c2cc(-c3ccc(C)o3)nc3ccccc23)nc1,?,10%,-15%,-3%,-7%,6%,?,?
CC(C)=CCC[C@](C)(O)C1CC=C(C)CC1 (stereo not given in full),-13%,1%,5%,3%,-6%,-1%,1%,.
COc1ccc(-c2coc3c(CN4CCOCC4)c(O)ccc3c2=O)cc1,.,8%,.,-1%,12%,-1%,?,6%[46 µM]
CCOC(=O)c1nnn(-c2nonc2-n2cccc2)c1CN1CCCCC1,6%,8%,-3%,-6%,-5%,-1%,-1%,19%
CC1(C)CC(=O)C(=CN2CCN(C(=O)c3ccco3)CC2)C(=O)C1,22µM*,-9%,-10%,-13%,-1%,-2%,5%,0%
O=C(O)CCC(=O)N1CCOc2ccc(Cl)cc21,-3%,9%,10%,-11%,-2%,0%,6%,8%
Cc1[nH]c2ccccc2c1C(=O)CSc1cccc[n+]1[O-],.,-1%,.,0%,8%,-5%,0%,.
CCCn1c(C)nc2c(NCCN(C)C)nc(C)nc21,1%,11%,6%,3%,1%,-4%,-27%,.
COc1ccc(C(CC(=O)NCCN2CCOCC2)NS(=O)(=O)c2ccc(C)cc2)cc1 (stereo not given),-12%,7%,-3%,7%,-2%,-1%,3%,12%
O=C(c1cccs1)N1CCC(c2nc3ccccc3s2)CC1,?,-11%,-20%,-6%,i,-3%,8%,?
CCn1c(=O)cc(SCC(=O)NCC2CCCO2)c2ccccc21 (stereo not given),?,0%,22%,-20%,-6%,-1%,?,-12%
Clc1cccc(CNCCNCc2cccc(Cl)c2)c1,-3%,2%,18%,4%,i,-1%,5%,.
CCCCCn1c(N2CCN(Cc3ccccc3)CC2)nc2c1c(=O)[nH]c(=O)n2C,?,4%,6%,11%,2%,2%,-6%,27%
Clc1ccc(CN2C3=NCCN3c3ccccc32)cc1Cl,1%,.,.,-9%,-10%,0%,3%,-6%
CC1=C(C(=O)OC(C)C)C(c2ccco2)NC(=O)N1 (stereo not given),0%,3%,4%,-23%,-26%,-5%,-2%,0%
O=C1CCc2cc(S(=O)(=O)NCCC(=O)NC3CCN(Cc4ccccc4)CC3)ccc2N1,7%,.,.,0%,-13%,-1%,5%,?
Cn1c(=O)c2cc(S(=O)(=O)NCCC(=O)N3CC=C(c4ccccc4)CC3)ccc2n(C)c1=O,?,-3%,-32%[inhibitor],0%,-1%,-2%,6%,-9%
COC(=O)Cc1c(O)ccn(Cc2ccccc2OC)c1=O,17%,10%,5%,-3%,-4%,2%,2%,12%
O=C(Nn1c(-c2ccc(Br)cc2)nc2ccccc2c1=O)c1cccnc1,2%,5%,1%,1%,i,-3%,1%,?
Cc1ccc(CNC(=O)/C=C/c2ccc(S(=O)(=O)NCc3ccco3)cc2)cc1,16%,13%,-29%,3%[53 µM],-6%,-2%[53 µM],4%,?
Cc1ccc(S(=O)(=O)NC(C(=O)N2CCOCCOCCOCCOCC2)c2ccccc2)cc1 (stereo not given),-1%,9%,.,0%,4%,0%,-3%,3%[46 µM]
O=C(CCCNC(=O)/C(=C/c1ccccc1F)NC(=O)c1ccccc1)OCc1ccccc1,-4%,-17%,-2%,-29%,i,0%,-6%,-15%
CCOC(=O)C(Oc1ccc2c(-c3ccccc3)cc(=O)oc2c1)c1ccccc1 (stereo not given),?,2%,-3%,4%,?,1%,?,?
COc1ccc(CCn2c(=S)[nH]c3cc(C(=O)NCc4ccco4)ccc3c2=O)cc1OC,0.05µM*,24%,-49%,-2%,-16%,4%,-4%,9%
CC(C)=CC(O)C/C(C)=C/COc1ccc2ccc(=O)oc2c1 (stereo not given),.,3%,.,3%,2%,-4%,?,.
COc1ccc(/C=N/NC(=O)CCc2n[nH]c(=O)[nH]c2=O)cc1OC,8%,15%,8%,-13%,-3%,?,2%,-11%
COc1cc(OC)c(C(=O)Oc2ccc3c(c2)OCO3)cc1OC,?,-25%,-14%,-4%,i,-8%,-4%,-6%
COc1ccc2nc(SCC(=O)Nc3cc(OC)c(OC)cc3C(=O)O)c(C)cc2c1,-3%,21%,.,6%,-2%,-4%,?,.

These rows are one share of the data (hit frequency here may not be typical).
